ULK1 inh – human ULK1 kinase inhibition, primary screen; O75385; AlphaScreen Atg13 phosphorylation by ULK1, luminescence; inhibition, % at 5.96 µM; actives 1.9% (n = 30,000); in the data active = inhibition above about 43%;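 also: 0% = median of compound wells and 100% = no enzyme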
Target sequence (O75385 whole entry, looked up): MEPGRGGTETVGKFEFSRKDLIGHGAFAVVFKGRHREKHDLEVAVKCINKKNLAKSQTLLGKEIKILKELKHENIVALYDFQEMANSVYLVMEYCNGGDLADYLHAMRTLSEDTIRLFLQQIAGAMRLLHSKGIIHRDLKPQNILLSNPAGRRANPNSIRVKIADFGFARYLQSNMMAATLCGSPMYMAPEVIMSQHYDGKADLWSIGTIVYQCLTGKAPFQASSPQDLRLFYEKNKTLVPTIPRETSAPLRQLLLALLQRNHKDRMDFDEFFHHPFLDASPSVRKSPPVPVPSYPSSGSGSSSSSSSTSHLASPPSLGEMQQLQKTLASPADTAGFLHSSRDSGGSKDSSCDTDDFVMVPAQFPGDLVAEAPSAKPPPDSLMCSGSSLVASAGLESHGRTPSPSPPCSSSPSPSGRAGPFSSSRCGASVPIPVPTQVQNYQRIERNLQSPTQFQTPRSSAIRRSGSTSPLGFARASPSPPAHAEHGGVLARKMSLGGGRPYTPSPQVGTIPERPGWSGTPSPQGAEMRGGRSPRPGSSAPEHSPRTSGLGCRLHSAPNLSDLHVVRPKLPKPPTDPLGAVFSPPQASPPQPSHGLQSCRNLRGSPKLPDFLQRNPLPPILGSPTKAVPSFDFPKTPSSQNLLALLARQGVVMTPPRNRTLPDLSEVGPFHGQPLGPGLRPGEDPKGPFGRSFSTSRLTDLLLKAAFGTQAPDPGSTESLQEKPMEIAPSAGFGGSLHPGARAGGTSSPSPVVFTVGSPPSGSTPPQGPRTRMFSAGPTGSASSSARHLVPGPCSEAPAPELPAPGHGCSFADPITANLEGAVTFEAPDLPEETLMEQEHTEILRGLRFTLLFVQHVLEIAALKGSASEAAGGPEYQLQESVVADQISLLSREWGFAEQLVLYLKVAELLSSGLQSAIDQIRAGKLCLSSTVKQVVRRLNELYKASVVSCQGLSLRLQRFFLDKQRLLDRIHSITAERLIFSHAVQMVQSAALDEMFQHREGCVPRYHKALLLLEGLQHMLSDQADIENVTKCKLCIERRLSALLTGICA
ASK1 primary – inhibitors of human ASK1 kinase. AlphaScreen MKK6 phosphorylation by ASK1, luminescence. inhibition, % at 7.44 µM. actives 0.99% (n = 22,000). AID 1159602; in the data active = inhibition above about 35%;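 also: 0% = median of compound wells and 100% = no enzyme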
An asterisk follows results filed as active; x = no result given; & = joins results of further samples. No enrichment for hits; about 3% have a hit in one of these screens.

SMILES	ULK1 inh	ASK1 primary
c1cnc(Nc2nc3ncnc(NCCN4CCOCC4)c3[nH]2)cn1	2	-5
Nc1ccnn1-c1ccnc(Nc2ccc(N3CCOCC3)cc2)c1	-5	3
Cc1cnc(-c2ccc(N3CCOCC3)nc2)nc1NCc1nc2ccccc2[nH]1	6	-10
N#Cc1cc(-c2ccnc(N3CCCCC3)n2)cc(N2CCOCC2)c1	7	-6
CC(C)N(CCNC(=O)c1cncc(-c2csc3ccccc23)c1)C(C)C	1	-5
CC(=O)Nc1ccc(NC(=O)c2ccc(-c3ccc(N4CCN(C)CC4)cc3)s2)cc1	4	5
O=C(NC1CC1)c1ccc(-c2cccc(C(=O)NC3CC3)n2)cc1	10	-3
Nc1cccc(-c2nc(NCCO)c3ncn(-c4ccsc4)c3n2)c1	-25	-4
Oc1ccc(-c2cn3c4ccccc4n(CCN4CCOCC4)c3n2)cc1	-2	x
Brc1ccc(-c2csc(N/N=C/c3cccnc3)n2)cc1	-17	x
CN(C)CCSc1cc(-c2cn[nH]c2)ccc1NC(=O)OCc1ccccc1	-2	-1
COc1ccc(C(=O)OCCN2CCCCC2)c(OC)c1	3	x
Cc1cc(NCc2nc3ccccc3[nH]2)nc(N2CCCC2CO)n1 (stereo unspecified)	7	-19
Cc1nn(C)c(C)c1-c1cc(Nc2ccccc2)ncn1	5	4
O=C(NC1CC1)c1ccnc(N2CCN(c3ccccn3)CC2)c1	-5	-3
O=C(NCCOc1ccccc1)c1ccnc(Nc2ccncc2)c1	7	-1
Nc1cccc(-c2nc(NC3CCN(Cc4ccccc4)CC3)c3[nH]cnc3n2)c1	13	-15
COc1cc(NC(=O)c2cccc(-n3cc(Nc4nncn4-c4ccccc4)cn3)c2)ccc1N1CCOCC1	6	7
Cc1cccc(NC(=O)Nc2cnn(-c3cccc(C(=O)Nc4cccc(C(C)(C)C)c4)c3)c2)c1	-21	7
c1ccc(CNc2nc(Nc3ncccn3)nc3c2ncn3C2CCCCC2)cc1	-14	1
CNC(=O)Cn1c(CO)cnc1SCc1ccccc1	2	x
CCCNc1cc(Nc2ccncn2)nc(N)n1	14	-1
CCc1cc(=O)[nH]c(-n2nc(C)cc2NC(=O)c2ccccc2SC)n1	5	x
COc1cccc(CN2CCC(C(=O)NC(C)(C)C)CC2)c1	-16	x
COc1cc(NC(=O)[C@H]2CNC[C@@H]2c2ccccc2)cnc1-c1cn[nH]c1	5	2

Copied from the entries so far, 25 compounds:
SMILES	ULK1 inh	ASK1 primary
c1cnc(Nc2nc3ncnc(NCCN4CCOCC4)c3[nH]2)cn1	2	-5
Nc1ccnn1-c1ccnc(Nc2ccc(N3CCOCC3)cc2)c1	-5	3
Cc1cnc(-c2ccc(N3CCOCC3)nc2)nc1NCc1nc2ccccc2[nH]1	6	-10
N#Cc1cc(-c2ccnc(N3CCCCC3)n2)cc(N2CCOCC2)c1	7	-6
CC(C)N(CCNC(=O)c1cncc(-c2csc3ccccc23)c1)C(C)C	1	-5
CC(=O)Nc1ccc(NC(=O)c2ccc(-c3ccc(N4CCN(C)CC4)cc3)s2)cc1	4	5
O=C(NC1CC1)c1ccc(-c2cccc(C(=O)NC3CC3)n2)cc1	10	-3
Nc1cccc(-c2nc(NCCO)c3ncn(-c4ccsc4)c3n2)c1	-25	-4
Oc1ccc(-c2cn3c4ccccc4n(CCN4CCOCC4)c3n2)cc1	-2	x
Brc1ccc(-c2csc(N/N=C/c3cccnc3)n2)cc1	-17	x
CN(C)CCSc1cc(-c2cn[nH]c2)ccc1NC(=O)OCc1ccccc1	-2	-1
COc1ccc(C(=O)OCCN2CCCCC2)c(OC)c1	3	x
Cc1cc(NCc2nc3ccccc3[nH]2)nc(N2CCCC2CO)n1 (stereo unspecified)	7	-19
Cc1nn(C)c(C)c1-c1cc(Nc2ccccc2)ncn1	5	4
O=C(NC1CC1)c1ccnc(N2CCN(c3ccccn3)CC2)c1	-5	-3
O=C(NCCOc1ccccc1)c1ccnc(Nc2ccncc2)c1	7	-1
Nc1cccc(-c2nc(NC3CCN(Cc4ccccc4)CC3)c3[nH]cnc3n2)c1	13	-15
COc1cc(NC(=O)c2cccc(-n3cc(Nc4nncn4-c4ccccc4)cn3)c2)ccc1N1CCOCC1	6	7
Cc1cccc(NC(=O)Nc2cnn(-c3cccc(C(=O)Nc4cccc(C(C)(C)C)c4)c3)c2)c1	-21	7
c1ccc(CNc2nc(Nc3ncccn3)nc3c2ncn3C2CCCCC2)cc1	-14	1
CNC(=O)Cn1c(CO)cnc1SCc1ccccc1	2	x
CCCNc1cc(Nc2ccncn2)nc(N)n1	14	-1
CCc1cc(=O)[nH]c(-n2nc(C)cc2NC(=O)c2ccccc2SC)n1	5	x
COc1cccc(CN2CCC(C(=O)NC(C)(C)C)CC2)c1	-16	x
COc1cc(NC(=O)[C@H]2CNC[C@@H]2c2ccccc2)cnc1-c1cn[nH]c1	5	2

Next structures
SMILES	ULK1 inh	ASK1 primary
NC(N)=NCC1COC2(CCCCC2)O1 (stereo unspecified)	4	x
CN1CCN(c2ccc(-c3nc(C(=O)NCCCN4CCCC4=O)cs3)cc2)CC1	-4	2
CC(C)n1c(N2CCC(N3CCOCC3)CC2)nc2c(NCc3ccccc3)ncnc21	-2	-15
Cn1c(Nc2nc(C(=O)NCCN3CCOCC3)cs2)nc2ccccc21	4	1
CC(C)N(CCNC(=O)c1ccnc(Nc2ccc3ncccc3c2)c1)C(C)C	-15	-8
O=C(COc1cccc(C(F)(F)F)c1)NCc1cn(-c2ccncc2)nn1	5	1
Nc1cc(-c2csc3ccccc23)ncn1	5	-13
O=C(NC1CC1)c1ccc(-c2nc(NCc3ccccc3)c3ncn(-c4ccsc4)c3n2)cc1	-3	-5
CCOC(=O)C1=C(CC)NC2=C(C(=O)CCC2)C1c1ccc(O)c([N+](=O)[O-])c1 (stereo unspecified)	-7	x
Nc1nc(NCc2ccccc2)cc(-c2ccccc2)n1	-1	-6
O=C(Nc1ccc(-c2ccncc2F)cc1)[C@H]1COc2ccccc2O1	2	6
CC(C)n1cnc2c(NCc3cccnc3)nc(NCCN3CCOCC3)nc21	1	10
O=C(COc1ccc2ccccc2c1)NCc1ccncc1	12	x
COc1ccc(OC)c(N(CC(=O)N2CCCCC2)S(=O)(=O)c2ccc(C)cc2)c1	1	x
CC[C@H]1OC(=O)[C@H](C)[C@@H](O[C@H]2C[C@@](C)(OC)[C@@H](O)[C@H](C)O2)[C@H](C)[C@@H](O[C@@H]2O[C@H](C)C[C@H](N(C)C)[C@H]2O)[C@](C)(OC)C[C@@H](C)C(=O)[C@H](C)[C@@H](O)[C@]1(C)O	13	x
O=C(NC1CCN(Cc2ccccc2)CC1)c1ccc2nc(NCCN3CCOCC3)sc2c1	-8	-9
CC(=O)Nc1ccc(/C=N/NC(N)=S)cc1	1	x
O=C(NCCOc1ccccc1)c1csc(-c2csc3ccccc23)n1	-7	-5
CCCNC(=O)Cc1cn(-c2ccc(Nc3ccnn3C)nn2)c2ccccc12	14	-4
O=C(NC1CC1)c1ccc2nc(Nc3ccncn3)sc2c1	20	11
Cc1c(-c2ccccc2)oc2c(C(=O)OCCN3CCCCC3)cccc2c1=O	-11	x
CC(C)c1cc(C(C)C)c(-c2csc(N(CCN(C)C)Cc3cccnc3)n2)c(C(C)C)c1	11	x
c1ccc2c(c1)OCC(c1nc3ccc(-c4cnc5ncccc5c4)cc3[nH]1)O2 (stereo unspecified)	6	-5
NC(=O)c1ccc(-c2nccc(NCCOc3ccccc3)n2)cc1	-16	-19
O=C(NCCN1CCOCC1)c1cccc(-n2ncc3cc(-c4ccccc4)ccc32)c1	2	11

The list continues:
SMILES	ULK1 inh	ASK1 primary
NNc1nnc(NN)c2ccccc12	2	x
CS(=O)(=O)c1ccc(NCCCN2CCOCC2)c(F)c1	12	x
O=C(CCCl)NCC1(c2ccccc2)CCCC1	1	x
CCN(CC)c1nc(NCCCN2CCCC2=O)nc(Nc2ccccc2)n1	-4&-8	1&-1
O=C(NC1CC1)c1ccc(-c2nc(C(=O)NCCO)cs2)cc1	0	-21
CSc1ccc(CNc2ncc(-c3cccc([N+](=O)[O-])c3)n2C)cc1	0	x
c1ccc(Nc2ncnc3nc(Nc4ccc(N5CCOCC5)cc4)[nH]c23)cc1	-9	3
Nc1nc(Nc2ccncn2)cc(NC2CC2)n1	27	8
NC(C(=O)N1CCC(Nc2ccc3[nH]ncc3c2)C1)c1ccc(F)cc1F (stereo unspecified)	11	-24
COc1cc(-c2cn[nH]c2)cc2c(=O)[nH]c([C@H](N)Cc3cccc(F)c3)nc12	24	34
O=C(NC1CCN(Cc2ccccc2)CC1)c1csc(N2CCOCC2)n1	-2	-6
CC(O)CSc1nc2c(c(=O)[nH]c(=O)n2C)n1CCCc1ccccc1 (stereo unspecified)	-10	x
C=CCN1CCC(c2nc(-c3cccnc3)no2)CC1	2	x
O=C(NC1CC1)c1cnc(N2CCc3ccccc3C2)s1	-1	2
O=C(NCc1cccc(C(F)(F)F)c1)c1cccc(Nc2ccncn2)n1	34	6
O=C(Nc1cc(-c2ccncc2)c[nH]c1=O)c1ccc2ccccc2c1	26	-8
CCC(C(=O)OCCN(CC)CC)c1ccccc1 (stereo unspecified)	-17	x
O=C(NCc1cccnc1)c1ccnc(N2CCC(N3CCOCC3)CC2)c1	-1	-2
Cn1nccc1Nc1nc2ccc(C(=O)Nc3ccccc3)cc2s1	-3	-8
CN(C)c1ccc(C(=O)N2N=C(c3ccc(F)cc3)CC2(O)C(F)(F)F)cc1 (stereo unspecified)	-3	x
c1ccc(N2CCN(c3nc(Nc4ccc(N5CCOCC5)cc4)c4ncn(C5CCCCC5)c4n3)CC2)nc1	64*	44*
CC(=O)Nc1ccc(NC(=O)Cc2cn(-c3ccc(Oc4ccccc4)nn3)c3ccccc23)cc1	28	15
COc1ccc(-c2nc(Nc3ccc(NC(C)=O)cc3)c3ncn(CCN4CCCC4=O)c3n2)cn1	6	6
Cc1nc(-c2cccnc2)cc(N2CCCCC2)n1	4	x
O=C(Cc1ccccc1)Nc1cnn(-c2cccc(C(=O)Nc3ccc(CN4CCOCC4)cc3)c2)c1	-13	14

Following part
SMILES	ULK1 inh	ASK1 primary
C/C(=N\NC(=O)C1CC1(C)c1ccccc1)c1ccco1 (stereo unspecified)	-11	x
CCCNc1nc(-c2ccc(OC)cc2)nc2c1ncn2-c1ccccc1	-12	0
C#C[C@]1(O)CC[C@H]2[C@@H]3CCc4cc(O)ccc4[C@H]3CCC21C (stereo partly specified)	-17	x
CC(C)CNC(=O)c1ccc2c(c1)CC(C(=O)Nc1ccc(-c3cn[nH]c3)cc1SCCN1CCCC1)CO2 (stereo unspecified)	-1	-5
CNC(=O)c1ccccc1Nc1cc(NC(=O)Cc2cccc(F)c2)ncc1C(F)(F)F	55*	-3
O=C(Cn1c(CO)cnc1SCc1ccc(F)cc1)NCc1ccc(Cl)cc1	-12	x
COc1ccc(CCNc2nc(Nc3ccncn3)ncc2C)cc1	3	-3
Cc1cnc(N2CCN(Cc3ccc4c(c3)OCO4)CC2)nc1NCCO	-1	-4
CCN(CC)c1nc(NC2CCN(Cc3ccccc3)CC2)nc(Oc2ccccc2)n1	-1	-9
CC(=O)Nc1ccc(-c2cn[nH]c2)cc1OCCN(C)C	-2	5
Cc1ccc(CNC(=O)Cn2c(CO)cnc2SCc2ccc(F)cc2)cc1	7	x
Cc1ccc(-c2cccc3cnc(Nc4ccc(F)cc4)nc23)cn1	24	-56
c1ccc(CN2CCC(Nc3nc(-c4ccccc4)nc4c3ncn4-c3ccccc3)CC2)cc1	-32	4
COc1ccc(-c2nc3c(NCCOc4ccccc4)ncnc3n2C(C)C)cn1	-8	7
Cc1ccc(F)c(Nc2ccc3c(cnn3-c3cc(C(=O)NCCN4CCOCC4)ccn3)c2)c1	-26	10
CC(=O)Nc1ccc(Nc2cc(C)nc(N3CCc4ccccc4C3)n2)cc1	-9	8
O=C(Nc1ccc(Cn2ccnc2)cc1)c1cccc(-n2cc(NC(=O)C3CCc4ccccc43)cn2)c1 (stereo unspecified)	4	18
N#C/C(=C\N1CCOCC1)C(N)=O	-15	x
Cc1cc(NCc2cccc(C(F)(F)F)c2)nc(Nc2ccc(C(F)(F)F)cc2)n1	-23	-9
CCN(CC)C(=O)C1CCCN(c2nc(NCCCN3CCCC3=O)c3cc(OC)c(OC)cc3n2)C1 (stereo unspecified)	-12	-16
CN(C)c1cc(C#N)cc(-c2ccnc(Nc3ccc(-n4cnc(N5CCOCC5)n4)cc3)n2)c1	3	13
O=C(Nc1ccc(N2CCOCC2)cc1)c1ccc2nc(NCc3ccc4c(c3)OCO4)sc2c1	32	-4
CCCn1cc(NC(=O)c2cc(-c3ccccc3N)no2)cn1	3	0
O=C(NCc1ccccc1)NCc1nnnn1-c1ccc(Cl)cc1	-26	x
CCCCc1ccc(S(=O)(=O)OCCS(=O)(=O)CC)cc1	-5	x

Some of the entries so far, in CSV form:
SMILES,ULK1 inh,ASK1 primary
CC(C)CNC(=O)c1ccc2c(c1)CC(C(=O)Nc1ccc(-c3cn[nH]c3)cc1SCCN1CCCC1)CO2 (stereo unspecified),-1,-5
CNC(=O)c1ccccc1Nc1cc(NC(=O)Cc2cccc(F)c2)ncc1C(F)(F)F,55*,-3

Next part:
SMILES	ULK1 inh	ASK1 primary
O=C(NCCOc1ccccc1)c1cnc(-c2cccs2)s1	-14	0
COC(CNc1cc(-c2ccncc2)nc(-c2ccccc2)n1)OC	-16	x
C=CCn1c(SC(C)CC)nc2c1c(=O)n(C)c(=O)n2C (stereo unspecified)	-11	x
C[N+]1(C)C2CC(OC(=O)C(O)(c3cccs3)c3cccs3)CC1C1OC12 (stereo unspecified)	-4	x
CCN(CC)C(=O)C1CCCN(c2nc3c(Nc4ccc(N5CCOCC5)cc4)ncnc3n2C(C)C)C1 (stereo unspecified)	-4	-17
CNC(=O)c1nccnc1Nc1cc(Nc2ccc3c(c2)CC(=O)N3)ncc1C(F)(F)F	26	13
CCN(CC)C(=O)C1CCCN(c2nccc(Nc3cc(OC)c(OC)c(OC)c3)n2)C1 (stereo unspecified)	2	-13
O=C(Nc1ccc(-c2ccncc2)c(Cl)c1)[C@H]1COc2ccccc2O1	-23	-16
COc1cc(Nc2cccc(C(=O)NC3CCN(Cc4ccccc4)CC3)c2)cc(OC)c1OC	18	22
Cn1c(Nc2nc(C(=O)NC3CCN(Cc4ccccc4)CC3)cs2)nc2ccccc21	12	-8
Cc1nn(C)c(C)c1-c1cc(NCCCN2CCCC2=O)nc(N)n1	8	-1
